# DAX1 inh-1: inhibitors of human orphan nuclear receptor DAX1 (NR0B1) | P51843 | HEK293 Gal4-DAX1 luciferase reporter, luminescence | 340,000 tested, 0.99% active | AID 504766 | inhibition, % at 6.75 µM;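 active = inhibition above the mean over all tested compounds plus 3 SD, cut at about 4.2% in these data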;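 also: 0% = DAX1-transfected cells with DMSO and 100% = empty-vector control cells with DMSO; inhibition shows as a rise in luminescence from relieved DAX1 repression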
# Target sequence (P51843 207-470 limits assumed): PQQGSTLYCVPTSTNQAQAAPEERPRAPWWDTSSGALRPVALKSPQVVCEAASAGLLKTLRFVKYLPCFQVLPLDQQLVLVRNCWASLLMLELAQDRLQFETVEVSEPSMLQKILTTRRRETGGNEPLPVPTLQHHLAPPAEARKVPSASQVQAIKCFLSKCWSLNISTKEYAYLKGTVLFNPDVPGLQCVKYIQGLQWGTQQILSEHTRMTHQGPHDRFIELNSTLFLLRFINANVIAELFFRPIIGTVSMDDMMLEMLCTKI
# hcDAF12 agonist: activators of H. contortus DAF-12 nuclear receptor | 370,000 tested, 1.4% active | HEK293 hcDAF-12 lit1-tk-luc reporter, luminescence; 0% DMSO, 100% Δ7-dafachronic acid | activation, % at 6.8 µM | AID 652067;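 active = activation above the mean of all tested compounds plus 3 SD, cut at about 5.5% in these data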;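 also: 100% = response to 3 µM Δ7-dafachronic acid high control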
# GAA850 FXN act: increases GAA850 frataxin promoter reporter activity. HEK293 lucGAA850 FXN promoter luciferase reporter, 24 h; percent of 10 µM SAHA response. activation, % at 6 µM. 360,000 tested, 0.56% active;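 active = activation above the average of all compounds screened plus 3 SD, cutoff fixed separately per campaign, cut at about 7.5% in these data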;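 also: 0% = DMSO wells and 100% = 10 µM SAHA wells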
# ADAM10 inh: inhibits human ADAM10; O14672; recombinant ADAM10, EDANS/DABCYL FRET peptide cleavage, 3 h; inhibition, % at 7 µM; 370,000 tested, 0.62% active; AID 720582;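 active = inhibition above a per-campaign cutoff equal to the mean of compounds falling between control-based bounds plus 3 SD, cut at about 20% in these data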;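 also: 0% = DMSO wells while the 100% control is not disclosed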
# GC-A act: GC-A (human) enzyme activation. P16066. HEK293 GC-A cells, cGMP TR-FRET, EC30 ANP; 0% at EC30 ANP, 100% saturating ANP. activation, % at 10 µM. 370,000 tested, 0.14% active. AID 1671463; in the data active = activation above about 40%
# SMARCA2 activ: SMARCA2 function activation, primary screen; MG213 cells, MMTV-luciferase reporter, dexamethasone, overnight; 370,000 tested, 1% active; activation, % at 9.1 µM; in the data active = activation above about 7.8%;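 also: 0% = vehicle wells and 100% = reference activator wells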
# sPLA2-III inh: Inhibits HGIII-sPLA2 liposome hydrolysis, primary screen. 370,000 tested, 0.56% active. AID 743126. QFRET BODIPY PC-A2 liposome hydrolysis, fluorescence. Q9NZ20. inhibition, % at 12.2 µM;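 active = inhibition above mean plus 3 SD of compounds lying within the high and low control bounds, cut at about 19% in these data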;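 also: 0% = median of test compound wells and 100% = no enzyme DMSO wells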
# Target sequence (Q9NZ20 whole entry, looked up): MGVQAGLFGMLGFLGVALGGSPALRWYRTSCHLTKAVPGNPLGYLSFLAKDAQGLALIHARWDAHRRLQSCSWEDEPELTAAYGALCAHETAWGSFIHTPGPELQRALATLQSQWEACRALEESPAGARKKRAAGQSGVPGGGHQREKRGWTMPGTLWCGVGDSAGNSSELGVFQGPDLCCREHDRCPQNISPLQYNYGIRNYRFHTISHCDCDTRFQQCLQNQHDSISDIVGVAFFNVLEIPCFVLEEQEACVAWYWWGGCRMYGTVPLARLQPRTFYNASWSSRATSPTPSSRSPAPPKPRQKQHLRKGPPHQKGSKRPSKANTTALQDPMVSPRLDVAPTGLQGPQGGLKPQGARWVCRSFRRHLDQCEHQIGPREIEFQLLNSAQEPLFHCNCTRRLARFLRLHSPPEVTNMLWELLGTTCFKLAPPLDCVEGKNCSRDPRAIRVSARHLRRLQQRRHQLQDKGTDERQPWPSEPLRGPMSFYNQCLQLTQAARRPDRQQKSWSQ
# DAX1 inh-2: inhibitors of DAX1 repression of SF-1 activated StAR promoter; inhibition, % at 6.8 µM; AID 652010; 370,000 tested, 1.1% active; HEK293T StAR-luciferase reporter, SF-1/DAX-1 repression relief;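 active = inhibition above the mean over all tested compounds plus 3 SD, cut at about 3.6% in these data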;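 also: 0% = DAX-1 cells with DMSO and 100% = cells lacking DAX-1 with DMSO; higher inhibition means more luminescence from relief of DAX-1 repression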
# hgDAF12 agonist: agonists of H. glycines DAF-12 nuclear receptor. activation, % at 6.8 µM. HEK293 GAL4-hgDAF12 UAS-luciferase reporter, agonist luminescence; normalized to butyrate control. 370,000 tested, 1.8% active. AID 687014;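 active = activation above a cutoff set at the mean of all screened compounds plus 3 SD, cut at about 10% in these data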;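 also: 0% = DMSO wells and 100% = sodium butyrate wells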
# NPR2 activator: GC-B (human) receptor activation | P20594 | AID 1920062 | activation, % at 10 µM | 370,000 tested, 0.11% active | HEK293-GC-B cells, CNP EC30, cGMP TR-FRET; 0% at EC30 CNP, 100% saturating CNP;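 active = activation at 10 µM reaching about 35% in either raw or pattern-adjusted values, limit read from the data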
# ssDAF-12 act: S. stercoralis DAF-12 activation, primary screen; 370,000 tested, 1% active; HEK293 ssDAF-12/GRIP1 lit1-tk-luc reporter, luminescence; % of 3 µM dafachronic acid response; activation, % at 6.8 µM;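 active = activation above the mean over all tested compounds plus 3 SD, cut at about 0.9% in these data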;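 also: 0% = DMSO-only wells and 100% = 3 µM delta7-dafachronic acid wells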
# * hit, by the source's call; i = inactive; . = not tested or not shown.
SMILES,DAX1 inh-1,hcDAF12 agonist,GAA850 FXN act,ADAM10 inh,GC-A act,SMARCA2 activ,sPLA2-III inh,DAX1 inh-2,hgDAF12 agonist,NPR2 activator,ssDAF-12 act
Cc1ccc(NC(=O)COC(=O)Cc2c[nH]c3ccccc23)cc1C,0.3,3.5,1.9,12,-1,-3,-111,1.4,-1.6,-4,-0.7
Cn1c(CCN2CCCCC2)nc2cc(NC(=O)COc3ccccc3)ccc21,-0.1,0.4,2.0,-80,-1,-1,0,2.5,-2.3,-2,-1.0
Cc1ccc(S(=O)(=O)N2CCOCC2)cc1NC(=O)COC(=O)c1n[nH]c(=O)c2ccccc12,-0.2,-1.2,1.6,-4,-1,-2,4,0.0,-1.6,1,-1.8
COc1ccc(NS(=O)(=O)c2cc(NC(=O)CCNC(=O)c3ccco3)ccc2OC)cc1,-0.2,-0.6,0.3,-1,2,-3,3,0.5,2.2,-1,-0.5
COc1ccccc1NC(=O)N(C)C[C@H]1OCc2cnnn2CCCC(=O)N([C@H](C)CO)C[C@@H]1C,3.0,0.1,-1.5,1,1,-4,-5,0.7,-1.1,-4,-0.3
C=CCn1c(N/N=C/c2ccc(O)cc2)nc2ccccc2c1=O,2.1,0.0,0.4,14,-15,2,2,-0.1,5.8,-7,-1.2
Cc1cccc(C(=O)OCC(=O)Nc2nnc(-c3ccccc3)o2)c1O,-0.3,-1.2,-1.7,-4,1,0,10,-0.4,1.0,4,-0.6
CCN(CC(=O)Nc1cc(Cl)ccc1Cl)C(=O)c1ccc(-n2cccn2)cc1,0.9,0.4,-0.1,-6,-4,-2,3,1.2,0.8,1,-0.7
CCOC(=O)C(C)Sc1nc2c(c(=O)[nH]c(=O)n2C)n1Cc1ccc(Cl)cc1 (stereo not given),0.5,2.9,3.7,1,4,1,-5,0.0,1.0,9,-1.0
N#CCCn1c(SCC(=O)NCCc2ccc(F)cc2)nc2ccccc21,-0.1,1.8,-1.3,-2,4,-2,6,-0.8,1.4,1,-0.4
COc1cc(OC)c(C(=O)OCC(=O)NCCc2ccccc2)cc1OC,1.5,-1.1,-1.9,-1,2,1,0,-0.6,1.7,2,-1.8
COc1cc(C(=O)NCC(=O)NCC(c2ccco2)N2CCCCC2)cc(OC)c1OC (stereo not given),0.0,-1.0,0.7,-2,0,0,-1,-1.2,-0.5,1,-0.9
CSC1=N/C(=C\c2ccc3c(c2)OCO3)C(=O)S1,0.7,-0.3,-1.3,9,0,0,3,0.6,-1.0,-2,-1.2
OC(COc1ccc2ccccc2c1Br)Cn1cnc(-c2ccccc2)c1 (stereo not given),-1.3,-1.2,-0.3,16,-5,-2,-45,-0.3,1.6,-9,-0.9
CCOC(=O)c1ccc(NC(=S)NCc2ccco2)cc1,-0.4,-0.7,2.9,2,2,2,-1,0.8,1.8,5,-2.2
COc1ccc(C2CC(c3ccccc3)=NN2c2ccc(C(N)=O)cc2)cc1 (stereo not given),-0.2,1.4,1.9,i,16,1,-25,-0.5,-0.2,0,-1.6
COc1ccccc1N1CCN(CC(O)c2ccccc2)CC1 (stereo not given),-1.0,-0.9,-0.2,-10,0,-1,2,0.0,-0.7,-5,-1.6
CCCNC(=O)C1CC(c2cccc(F)c2)=NO1 (stereo not given),0.5,-1.1,0.4,-42,2,-2,9,0.0,-0.7,4,-1.1
COc1ccccc1NC(=O)CSc1nnc(-c2ccncc2)n1CC1CCCO1 (stereo not given),0.9,-0.6,-1.4,2,0,-2,0,0.2,-3.5,4,-0.6
O=C(/C=C\c1cccs1)N1CCN(Cc2ccc3c(c2)OCO3)CC1,0.5,-1.5,0.8,-9,-3,-5,0,-0.3,0.8,-4,-0.7
CC(=O)C1=C(C)OC2(O)c3ccccc3C(=O)C12O (stereo not given),.,-1.2,1.2,-13,5,-2,1,-0.7,-1.1,0,-0.9
OCC(O)CN(c1ccccc1)c1ccccc1 (stereo not given),3.5,0.7,2.1,1,-2,1,4,0.0,2.5,0,-1.1
CCC(=O)Nc1ccc2c(c1)nc1n2CCSC1,-1.0,0.5,5.5,-12,2,-1,2,-0.1,0.7,3,-1.3
CCN(CC)S(=O)(=O)c1cc(C(=O)OCC(=O)NC(=O)c2cccn2C)ccc1C,0.4,-0.4,2.2,6,0,-4,3,0.0,2.4,6,-0.7
CN(/C=C/c1c([N+](=O)[O-])c(=O)n(C)c(=O)n1C)c1ccccc1,0.1,1.1,2.8,-2,2,-4,2,-0.3,-2.4,3,-1.3
COc1ccc(C(=O)NCCCNC(=O)c2cnccn2)cc1,1.3,-1.3,2.3,-2,-3,-2,2,-0.4,1.5,2,-0.8
COc1ccc(NC(=O)Nc2ccc([N+](=O)[O-])cc2)cn1,-1.3,-0.2,-0.2,-9,1,0,0,-0.6,4.5,-3,-1.1
NC(=S)N1CCCc2ccccc21,-0.2,1.7,2.7,4,2,-4,1,0.8,0.3,7,-0.7
COC(=O)[C@H]1C[C@H](OC(=O)NCC2CCCCC2)[C@@]2(O)CN(S(=O)(=O)c3ccc(C)cc3)CC2[C@H]1C(=O)OC (stereo not given in full),1.9,1.7,-5.1,1,4,-2,4,2.3,5.4,4,-0.5
COc1ccc(C2=NN(c3nc4ccccc4s3)C(=O)/C2=C\N(C)C)cc1,1.8,4.4,-1.0,0,-1,4,-16,0.1,4.2,-5,0.2
Cc1ccc(C(=O)NC2CCN(C(=O)NC3CCCCC3)CC2)cc1,0.4,-1.0,0.3,-5,-3,0,5,-0.5,0.3,-2,-0.7
Clc1ccc(-c2ncc3ccccn23)cc1,0.0,2.8,3.0,-161,-5,3,4,2.2,5.8,-2,0.1
COc1ccc(-c2ccc(CN3C(CC(C)C)C(=O)N(Cc4cn(CC5CCCCC5)nn4)CCS3(=O)=O)cc2)cn1 (stereo not given),-0.8,-0.8,-1.9,8,0,-4,-28,3.9*,-3.0,3,-1.4
CN(Cc1cnc2nc(N)nc(N)c2n1)c1ccc(C(=O)NC(CCC(=O)O)C(=O)O)cc1 (stereo not given),-3.2,-0.1,-13,i,4,2,-2,-6.2,-8.5,4,-1.1
O=C(Cc1ccc([N+](=O)[O-])cc1)N1N=C(C2CC2)CC1(O)C(F)(F)F (stereo not given),-1.3,-0.7,-0.3,4,0,-3,-24,0.1,2.3,3,-0.9
Cc1cc(C)c(C)c(S(=O)(=O)N2CCC(C(=O)NCCCN3CCCC3=O)CC2)c1C,1.6,-0.8,-0.9,-13,1,-2,7,0.6,-1.9,2,-1.1
COc1ccc(OC)c(C(=O)CCCCC(=O)c2cc(OC)ccc2OC)c1,-0.8,1.5,0.1,-9,2,5,-3,1.8,-0.2,-2,-1.0
Cc1ccc(S(=O)(=O)N2CCCC2)cc1C(=O)NCC(C)(C)N1CCOCC1,0.1,-1.6,-1.2,-9,0,-2,1,-0.2,1.5,2,-0.8
O=C(CSc1c[nH]c2ccccc12)NC1CCCC1,0.5,3.8,0.5,-12,1,-4,5,-1.0,4.8,1,0.5
N#Cc1cccc(Cn2ccc3ccc(-c4ccc5ccn(Cc6ccccc6)c5c4)cc32)c1,.,-0.7,.,-52,1,-3,13,-0.6,2.6,-1,-0.1
O=C(Nc1cccnc1)c1ccc(S(=O)(=O)N2CCCCCC2)cc1,1.1,-1.2,0.9,-5,5,0,-8,-0.8,1.3,-3,-0.8
CC(C)c1ccc(/C=C(\NC(=O)c2ccccc2)C(=O)NCCCn2ccnc2)cc1,-0.4,0.8,3.6,1,7,-1,-12,2.5,-0.8,-2,-1.0
CCc1nc(Nc2ccccc2)c2nnn(Cc3ccccc3)c2n1,-1.1,-2.7,2.0,-1,9,-1,-21,-1.1,0.0,3,-1.6
COc1cc(Br)cc(/C=N/N(CCO)C2=NS(=O)(=O)c3ccccc32)c1OC,2.5,-3.0,5.6,3,-16,4,-12,0.3,-4.7,0,-1.1
COc1ccccc1-c1nnc(SCC(=O)Nc2ccc(S(N)(=O)=O)cc2)n1N,1.9,-1.9,0.1,-5,3,2,-4,-0.2,1.0,-1,-0.8
Cc1ccc(NC(=O)CCn2c(=O)oc3ccccc32)c(C)c1,0.1,0.7,1.0,2,5,2,0,0.5,-0.2,-2,-1.3
CC(=O)Nc1ccc(Nc2cc(C)nc(Nc3ccc(NC(C)=O)cc3)n2)cc1,0.6,-2.4,2.7,0,-2,-2,4,-1.0,2.9,-5,-1.2
COC(=O)CC1COc2ccccc2N1S(=O)(=O)c1ccc(Br)cc1 (stereo not given),-0.6,-0.9,0.7,2,-38,-2,-6,0.0,-0.4,-16,-0.1
CCCCc1cc(=O)oc2cc(C)cc(OCC(=O)N3CCC(C(N)=O)CC3)c12,1.3,-0.6,-1.2,-126,-3,1,0,-0.7,0.9,-10,-0.7
COc1ccccc1CNC(=O)C(=O)NCC1OCCN1S(=O)(=O)c1ccc(Br)cc1 (stereo not given),-0.6,-2.5,0.0,10,2,-2,-7,-2.6,-2.7,-2,-0.4
NS(=O)(=O)c1cccc(NC(=O)COc2ccc([N+](=O)[O-])cc2)c1,0.2,-3.0,2.3,-7,-7,2,-9,-0.1,-0.4,6,-1.3
CCOc1ccc(S(=O)(=O)c2c(C(=O)c3ccccc3)cnc3cc4c(cc23)OCCO4)cc1,-1.0,-1.1,-0.5,-47,3,-4,-3,-1.1,-0.8,3,-1.1
COc1ccc(CNC(=O)CNS(=O)(=O)c2cccs2)cc1,-0.2,-1.1,-0.7,12,1,-2,7,0.0,-1.9,10,-1.1
O=C(COC(=O)Cc1ccccc1[N+](=O)[O-])Nc1nnc(-c2ccccc2)o1,-1.1,1.4,-0.5,-1,-6,-3,0,3.3,7.0,5,-0.1
O=C(Nc1nnc(C2=COCCO2)o1)c1ccc(S(=O)(=O)N2CCOCC2)cc1,-1.9,-1.3,1.5,2,0,-5,1,0.7,0.8,1,-1.4
O=C(Nc1ccc(F)cc1)C(c1ccccc1)N1CCN(C(=O)c2ccco2)CC1 (stereo not given),4.7*,-1.9,-0.3,-1,-1,-1,-4,0.1,-1.2,-2,-0.8
Oc1ccc(/C=N/NC(=S)NC2CC3CCC2C3)cc1 (stereo not given),2.3,0.8,5.8,4,-2,4,-14,1.7,8.5,-5,-1.0
Cc1ccc(C(=O)Nc2ccc(N3CCCC3)cc2)c(C)c1,0.8,-0.9,-1.4,9,-2,3,16,0.1,-3.1,2,-1.0
O=C(NCCc1c[nH]c2ccccc12)OCc1cn(Cc2cccc(Cl)c2)nn1,.,6.6*,.,8,-7,-1,-91,0.5,6.6,-3,-1.2
CCCCn1nc(C(=O)N2CCc3ccccc32)c2ccccc2c1=O,-0.6,1.7,1.8,1,8,-4,-2,-1.0,-0.2,-3,-1.2
